DNMT1 block: blocks human DNA methyltransferase DNMT1; P26358; DNMT1 molecular beacon, Hinp1I cleavage, fluorescence; inhibition (reported as % activation of signal), % at 10 µM; 360,000 compounds, 0.83% hits; in the data active means inhibition above about 50%
Tb MetRS inh: Trypanosoma brucei MetRS inhibition | purified T. brucei MetRS, ATP depletion, Kinase-Glo luminescence | 360,000 compounds, 0.4% hits | inhibition, % at 11.9 µM | AID 624268;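 active means inhibition above a per-plate cutoff of the control wells' mean inhibition plus 3 SD, cut at about 5.5% in these data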;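 further: 0% = DMSO wells median and 100% = median of wells with control inhibitor compound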
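Dosing: 11.9 µM compound single dose, 0.9% DMSO; Assay system: purified T. brucei MetRS enzyme; Measured by: Kinase-Glo luciferase luminescence reporting remaining unconsumed ATP; Schedule: 15 min plus 2 h at 25 °C.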
LMPTP inh: blocks human LMPTP phosphatase | P24666 | recombinant LMPTP-A, OMFP fluorogenic substrate, fluorescence intensity | inhibition, % at 20 µM | 360,000 compounds, 0.22% hits | AID 651560;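 active means compounds that cut the enzyme signal by at least half of the control window in the single-dose screen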;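 further: plate controls were DMSO wells with enzyme plus substrate for no effect and substrate without enzyme for full effect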
Target sequence (P24666 whole entry, looked up): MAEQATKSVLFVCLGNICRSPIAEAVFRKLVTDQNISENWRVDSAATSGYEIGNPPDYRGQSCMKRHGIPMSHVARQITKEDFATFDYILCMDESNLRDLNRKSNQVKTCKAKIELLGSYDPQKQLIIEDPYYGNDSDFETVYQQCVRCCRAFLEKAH
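Test system: LMPTP-A phosphatase enzyme. Amount: LMPTP-A at 0.625 nM final in the reaction. Reagent: OMFP substrate, 400 µM final. Times: 50 min at room temperature. Signal: endpoint fluorescence intensity from OMFP dephosphorylation. Read-out basis: % inhibition. Benchmarks: no-enzyme and uninhibited controls.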
NadD inh: inhibitors of Staphylococcus aureus NadD; purified NadD enzyme, colorimetric absorbance read-out; inhibition, % at 20 µM; 360,000 compounds, 0.78% hits; AID 602399; in the data active means inhibition above about 26%; further: some compounds past the cut are filed as inactive
SKN-1 inh: blocks SKN-1 activity in C. elegans; C. elegans VP596 Pgst-4::GFP/RFP ratio, acrylamide-induced, 24 h; inhibition, % at 21.8 µM; 360,000 compounds, 0.49% hits;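 active means interference check ratio from 0.5 to 1.5 plus GFP to RFP signal ratio inhibition reaching or exceeding a fixed threshold, cut at about 30% in these data, passing the limit was not always enough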; further: some compounds called inactive have numbers as strong as hits
CendR NRP1 mod: alters CendR peptide binding to human NRP-1; FAM-RPARPAR peptide binding to NRP-1, fluorescence polarization; AID 602438; inhibition, % at 25 µM; 360,000 compounds, 0.85% hits; O14786;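 active means inhibition or corrected inhibition above about 18%, plus a signal ratio from 0.5 to 1.5, limit read from the data, passing the limit was not always enough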; further: strong numbers were not always called active
STEP inh: STEP (human) phosphatase inhibition; recombinant STEP, OMFP fluorogenic substrate, fluorescence; P54829; 360,000 compounds, 0.25% hits; inhibition, % at 20 µM;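 active means inhibition at 20 µM, scaled per plate between control wells, above about 37%, limit read from the data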;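 further: 0% = DMSO with enzyme and substrate and 100% = substrate only without enzyme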
Target sequence (P54829 whole entry, looked up): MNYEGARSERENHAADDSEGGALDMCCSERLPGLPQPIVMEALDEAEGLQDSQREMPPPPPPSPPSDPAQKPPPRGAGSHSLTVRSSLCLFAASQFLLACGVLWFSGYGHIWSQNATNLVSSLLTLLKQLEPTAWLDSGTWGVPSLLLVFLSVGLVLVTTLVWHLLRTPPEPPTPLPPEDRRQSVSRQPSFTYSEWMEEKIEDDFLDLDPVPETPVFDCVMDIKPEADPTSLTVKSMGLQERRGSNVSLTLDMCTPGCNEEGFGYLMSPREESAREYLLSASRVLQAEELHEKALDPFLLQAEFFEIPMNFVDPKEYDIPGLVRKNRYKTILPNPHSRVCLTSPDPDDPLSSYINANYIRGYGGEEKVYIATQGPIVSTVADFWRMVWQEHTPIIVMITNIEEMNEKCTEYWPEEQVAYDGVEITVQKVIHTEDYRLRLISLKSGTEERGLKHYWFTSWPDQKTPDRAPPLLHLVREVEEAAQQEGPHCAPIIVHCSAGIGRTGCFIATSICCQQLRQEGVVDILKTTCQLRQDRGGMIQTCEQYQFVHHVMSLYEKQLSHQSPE
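System: STEP phosphatase, cell-free reaction; Buffer or medium: Bis-Tris pH 6.0 buffer with DTT, detergent; Incubation: 20 min at room temperature, dark; Measured by: fluorescence, 480/540 nm.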
Neddylation inh: blocks human cullin neddylation; 360,000 compounds, 0.58% hits; P61081+Q13564; AID 651699; calls only at 25 µM; TR-FRET cullin neddylation, biochemical; in the data active means inhibition above about 36%
Scp-1 inhibitor: Scp-1 (human) phosphatase inhibition | Recombinant Scp1, phosphopeptide, malachite green phosphate absorbance | inhibition, % at 20 µM | 340,000 compounds, 0.88% hits | AID 493091;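 active means inhibition above about 50% at 20 µM, limit read from the data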;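 further: plate controls were DMSO wells with enzyme for no effect and wells lacking enzyme for full effect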
Target sequence (Q9GZU7 76-261 limits assumed): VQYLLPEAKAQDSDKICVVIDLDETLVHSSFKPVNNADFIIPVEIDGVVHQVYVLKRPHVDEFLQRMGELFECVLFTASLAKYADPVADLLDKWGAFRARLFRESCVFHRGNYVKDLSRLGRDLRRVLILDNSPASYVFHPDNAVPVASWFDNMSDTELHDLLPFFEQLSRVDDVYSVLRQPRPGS
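Assay system: SCP-1 catalytic fragment, aa 76-261 | Buffer or medium: Tris acetate buffer pH 5.5 with MgCl2 and Tween-20 | Compound: One concentration, 20 µM, with 1.0% DMSO | Also added: Phospho 17-mer peptide substrate | Signal: Absorbance at 630 nm | Incubation: 45 min enzyme reaction at room temperature | Measure: % inhibition of SCP-1 phosphate liberation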
SUMO1-SIM PPI: modulators of human SUMO1-mediated protein-protein interactions. P63165. SUMO1 binding to a labelled peptide, TR-FRET, 1 h. inhibition, % at 20 µM. 360,000 compounds, 0.33% hits. AID 602429; in the data active means inhibition above about 37%
Starred values were filed as active, the others as inactive; i = inactive; . = not tested or not shown; + = active, no number.

DNMT1 block	Tb MetRS inh	LMPTP inh	NadD inh	SKN-1 inh	CendR NRP1 mod	STEP inh	Neddylation inh	Scp-1 inhibitor	SUMO1-SIM PPI	SMILES
-1	-1.2	1.1	0	-7	-5	0	i	-2	6	Cc1ccn2c(NC(=O)c3ccccc3)c(-c3ccccc3)nc2c1
0	1.7	0.2	2	-5	-2	-2	i	-3	-8	O=C(NCc1ccc2c(c1)OCO2)c1cnc2ccccn2c1=O
2	-1.0	-0.8	1	-4	3	4	i	-12	5	Cc1ccc(NC2c3ccccc3C(=O)N2c2cccnc2)cc1 (centres undefined)
-2	-0.5	-0.2	1	1	2	0	i	-4	-4	O=C1CCN(Cc2ccccc2)C=C1c1cccc(O)c1
3	-0.1	-1.4	4	-11	-10	-2	i	-3	1	CCCN(C(=O)c1cc(Cl)nc2ccccc12)c1c(N)n(Cc2ccccc2)c(=O)[nH]c1=O
-1	-0.9	-2.2	-10	-10	5	-4	i	0	-7	O=S(=O)(NC1c2cccc3cccc(c23)C1N1CCN(CCO)CC1)c1ccccc1 (centres undefined)
-2	-0.3	2.0	-6	8	-1	-2	i	-17	-15	CCOC(=O)C(C)Sc1nc(-c2cccs2)ccc1C#N (centres undefined)
2	0.3	-1.5	-3	20	-6	-5	i	-15	2	COc1ccc(C(CC(=O)Nc2ccccn2)N2Cc3ccccc3C2=O)cc1 (centres undefined)
0	2.6	-0.3	-5	14	-4	3	i	-3	4	O/N=C/c1ccc2ccccc2n1
-2	-0.6	0.7	7	-4	-6	1	+	7	2	CCOC(=O)N1CCC(Nc2cc(C)nc3c(-c4ccccc4OC)c(C)nn23)CC1
-2	0.7	1.6	-2	14	-17	-3	i	-8	-9	COc1ccc(C2=NN(C(=O)CSc3ncccn3)C(c3ccc(OC)cc3)C2)cc1 (centres undefined)
1	-0.3	-2.3	-1	10	-1	-1	i	14	-7	CCNC(=O)COC(=O)c1cc(=O)[nH]c2ccccc12
3	-0.8	1.7	1	1	-28	3	i	4	-2	O=C(c1nc2ccc(Cl)cn2c1CNCC[C@@H]1C[C@@H]2C=C[C@H]1C2)N1CCCCCCC1
0	0.5	-0.9	-4	25	18	3	i	-11	5	O=C(Cc1ccccc1)N1CCC2(CC1)NCCc1[nH]cnc12
0	0.3	-0.5	3	-22	8	0	i	-4	0	Cc1cc(=O)oc2cc(OCC(=O)NCC3CCC(C(=O)O)CC3)ccc12 (centres undefined)
-2	-0.4	-1.1	-6	6	5	-2	i	.	-4	COc1cc2c(cc1OC)C(CNC(=O)C=Cc1cc(OC)c(OC)c(OC)c1)C2 (centres undefined)
4	-0.8	-0.3	-1	-3	-4	9	i	0	-7	CCOC(=O)C(C(=O)OCC)c1c([N+](=O)[O-])c(=O)n2c3c(cccc13)CCC2
-2	-0.1	-1.3	2	9	-2	-2	i	-8	2	O=C(CCN1C(=O)c2ccccc2C1=O)Nc1cccc(F)c1
4	-0.1	1.4	3	8	2	4	i	-8	-2	CCOC(=O)CSC1=C(C#N)C(c2ccccc2OCC)C(C(=O)OCC)C(=O)N1 (centres undefined)
-3	-0.4	0.0	-3	11	8	3	i	-3	7	O=C(c1ccc2c(c1)OCO2)N1CCN=C1SCc1ccccc1
-17	-0.1	1.0	30*	10	7	-2	i	-2	2	Brc1ccc(-c2csc(Nc3nc(-c4ccc(Br)cc4)cs3)n2)cc1
-1	-0.4	-1.7	-1	15	4	2	i	-2	0	COc1ccc(NC(=O)c2ccc(-n3nc(C)cc3C)cc2)cc1OC
2	-0.6	-0.7	3	25	-5	-3	i	-9	-4	CCN(c1ccccc1)S(=O)(=O)c1ccc(N)cc1
-6	0.2	0.0	2	14	-1	-2	i	-1	-1	Cc1ccccc1Cn1c(-c2ccc(=O)[nH]c2)nc2ccccc21
1	-0.3	0.7	1	6	4	-3	i	20	-3	CC(NS(=O)(=O)c1ccc(N)cc1)C1CC2CCC1C2 (centres undefined)
2	-0.3	0.2	-6	16	-7	5	i	-2	12	O=C(C[C@@H]1C/C=C\C[C@H](Cc2ccc(F)cc2)C(=O)OC[C@H]2CCCN2C1=O)N[C@H](CO)Cc1ccccc1
-2	-0.7	-0.5	-1	-9	-24	0	i	-5	2	O=C(Nc1ccnc(-c2ccncc2)n1)c1ccc(Cl)cc1
7	-0.5	-2.1	1	-2	-1	-2	i	-5	4	Cc1cnc(C(=O)OCC(=O)NCc2ccccc2)cn1
6	-0.2	-1.5	1	1	16	4	i	82*	1	C[C@@H]1CN([C@H](C)CO)C(=O)c2cc(NS(=O)(=O)c3cn(C)cn3)ccc2O[C@H]1CN(C)C(=O)Nc1ccccc1
0	-0.3	0.7	-6	-11	-3	0	i	3	3	O=c1c(-c2ccc3c(c2)OCCO3)coc2cc(OC3OC(CO)C(O)C(O)C3O)ccc12 (centres undefined)
3	-0.4	-1.8	2	9	6	-2	i	-7	1	CC1OC(C)(C)OC1C1CNc2nc(NC(=O)C(C)(C)C)[nH]c(=O)c2N1C(=O)c1cccnc1 (centres undefined)
-6	-0.5	1.6	9	9	4	0	.	-4	-9	CC(C)CNC(=O)CN1c2cccc3cccc(c23)S1(=O)=O
-1	-0.6	-1.3	-9	-3	3	-1	i	-5	0	Cc1ccc(C(=O)N[C@H](C(=O)Nc2sccc2C(N)=O)C(C)C)cc1
-3	1.7	-0.5	0	-2	4	-1	i	-6	2	O=c1[nH]c(CSc2cccc[n+]2[O-])nc2ccccc12
-7	-0.3	2.3	1	12	3	2	i	-5	-7	Cc1onc(-c2ccccc2)c1C(=O)N/N=C/c1cc2c(cc1Cl)OCO2
-3	-0.1	-0.9	-6	4	4	-1	i	3	0	O=C(COC(=O)c1cncc(Br)c1)NCc1ccc(F)cc1
-4	-0.5	-2.0	-3	1	0	0	i	-6	-1	O=c1cc(Cl)[nH]n(-c2ccccc2)c1=O
-1	-0.7	-1.3	1	17	0	2	i	4	-14	CCN(CC)C(=O)C(Oc1ccc(C)nc1[N+](=O)[O-])c1ccccc1 (centres undefined)
2	-0.5	-0.7	-2	-16	-4	1	i	-3	6	CCOc1ccc2sc(NS(=O)(=O)c3ccc(OC)c(OC)c3)nc2c1
-7	-0.2	1.3	1	9	11	-2	i	-1	-5	CN/N=C/c1ccc(C#N)cc1
-1	-0.8	-0.6	-3	-6	9	2	.	-7	-18	COc1ccc(-c2cc(C(F)F)n3ncc(C(=O)NCCCN4CCCC4=O)c3n2)cc1
-3	-0.2	0.3	-2	4	-15	0	i	0	6	O=C(Oc1ccccc1Cl)c1ccccc1
3	-0.1	0.3	-3	0	-2	-3	i	-13	-6	CCC1(c2ccc(F)cc2)NC(=O)N(CC(=O)Nc2cccc(S(=O)(=O)N3CCCC3)c2)C1=O (centres undefined)
-3	-2.1	-1.2	1	6	6	2	i	.	2	CC(=O)Nc1ccc(S(=O)(=O)NCc2ccc(C(=O)NCCN(C)Cc3ccccc3)cc2)cc1
-1	0.8	-0.8	3	0	-2	0	i	-7	-4	COc1cccc(/C=N\NC(=O)c2ccc(C)nc2)c1
-6	-0.2	-0.6	11	26	7	5	i	-2	-5	COc1ccccc1OCc1ccc(C(=O)N2CCN3CCCC3C2)cc1 (centres undefined)
-1	-0.4	0.2	1	-20	10	-2	i	5	0	Cc1ccc(S(=O)(=O)CCC(=O)N2CCN(c3ccccc3O)CC2)cc1
0	-0.1	-1.4	-10	-2	18	1	i	-12	-4	c1ccc(CN2CCN(Cc3c[nH]c4ccccc34)CC2)cc1
0	-1.0	-0.2	0	9	4	-2	i	-12	-2	COc1ccc(/C=N/N=C/c2ccc(OC)c(OC)c2)cc1OC
0	-0.6	0.1	-2	0	-2	-2	i	.	-4	Cc1ccc(S(=O)(=O)N2C[C@H]3N(C(=O)OC(C)C)N(C(=O)OC(C)C)C[C@H](OC(=O)Nc4c(C)noc4C)[C@@]3(O)C2)cc1

New compounds follow
DNMT1 block	Tb MetRS inh	LMPTP inh	NadD inh	SKN-1 inh	CendR NRP1 mod	STEP inh	Neddylation inh	Scp-1 inhibitor	SUMO1-SIM PPI	SMILES
-1	-0.5	-0.9	8	9	-22	2	i	2	-2	O=C(Nc1cccn(Cc2ccccc2Cl)c1=O)NC1CCCCC1
0	0.1	-0.3	-2	-3	1	1	i	60*	5	COc1ccc(Cl)cc1S(=O)(=O)NCc1cccnc1
0	-0.1	1.4	7	11	-4	10	i	-4	2	CCc1c(C)sc(NC(=O)c2ccoc2C)c1C(N)=O
8	0.2	-0.6	3	26	4	0	i	2	-4	CC(=O)Nc1ccc(NC(=O)COC(=O)[C@@H]2CCCN2C(=O)c2cccs2)cc1

Pulled by compound from above, 4 records:
DNMT1 block	Tb MetRS inh	LMPTP inh	NadD inh	SKN-1 inh	CendR NRP1 mod	STEP inh	Neddylation inh	Scp-1 inhibitor	SUMO1-SIM PPI	SMILES
-1	-0.5	-0.9	8	9	-22	2	i	2	-2	O=C(Nc1cccn(Cc2ccccc2Cl)c1=O)NC1CCCCC1
0	-0.1	1.4	7	11	-4	10	i	-4	2	CCc1c(C)sc(NC(=O)c2ccoc2C)c1C(N)=O
0	0.1	-0.3	-2	-3	1	1	i	60*	5	COc1ccc(Cl)cc1S(=O)(=O)NCc1cccnc1
8	0.2	-0.6	3	26	4	0	i	2	-4	CC(=O)Nc1ccc(NC(=O)COC(=O)[C@@H]2CCCN2C(=O)c2cccs2)cc1

Assay outcomes as filed in PubChem.
